# Ecoli viability: reduces bacterial viability in AddAB counter-screen; E. coli V3065 growth, OD600 absorbance, 18 h; inhibition, % at 11.9 µM; 330,000 compounds, 0.27% hits;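 active = inhibition above the campaign's mean inhibition across all tested compounds plus 3 SD, cut at about 9.9% in these data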;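 also: uninfected addAB+ strain grown without phage in ampicillin broth; 0% = DMSO wells and 100% = ciprofloxacin 0.95 µg/ml wells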
# Tat export inh: blocks Tat-dependent protein export in E. coli. 340,000 compounds, 0.036% hits. E. coli MC4100 TorA-mCherry Tat export, fluorescence. inhibition, % at 10 µM;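 active = mean replicate inhibition at least 50% and at least half of replicates individually reaching 50%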;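 also: exported cargo escapes ClpAP degradation while cytoplasmic cargo is degraded and loses fluorescence; 0% = median of neutral control wells and 100% = median of NaSCN control wells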
# AddAB inh: less growth of phage-infected E. coli with AddAB | inhibition, % at 11.9 µM | 330,000 compounds, 0.29% hits | AID 435030 | E. coli expressing H. pylori AddAB, absorbance growth; in the data active = inhibition above about 12%;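 also: 0% = vehicle wells of infected cells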
# Pemphigus Ab inh: blocks pemphigus antibody binding to human desmoglein-3; P32926; DSG3-coupled beads, scFv-anti-DSG3-GFP binding, flow cytometry; stronger effect = lower value; binding (percent of control), % at 10 µM; 310,000 compounds, 0.48% hits; AID 588358;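 active = binding more than 3 SD below its plate's average and above zero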; also: some compounds called inactive have numbers as strong as hits
# Target sequence (P32926 whole entry, looked up): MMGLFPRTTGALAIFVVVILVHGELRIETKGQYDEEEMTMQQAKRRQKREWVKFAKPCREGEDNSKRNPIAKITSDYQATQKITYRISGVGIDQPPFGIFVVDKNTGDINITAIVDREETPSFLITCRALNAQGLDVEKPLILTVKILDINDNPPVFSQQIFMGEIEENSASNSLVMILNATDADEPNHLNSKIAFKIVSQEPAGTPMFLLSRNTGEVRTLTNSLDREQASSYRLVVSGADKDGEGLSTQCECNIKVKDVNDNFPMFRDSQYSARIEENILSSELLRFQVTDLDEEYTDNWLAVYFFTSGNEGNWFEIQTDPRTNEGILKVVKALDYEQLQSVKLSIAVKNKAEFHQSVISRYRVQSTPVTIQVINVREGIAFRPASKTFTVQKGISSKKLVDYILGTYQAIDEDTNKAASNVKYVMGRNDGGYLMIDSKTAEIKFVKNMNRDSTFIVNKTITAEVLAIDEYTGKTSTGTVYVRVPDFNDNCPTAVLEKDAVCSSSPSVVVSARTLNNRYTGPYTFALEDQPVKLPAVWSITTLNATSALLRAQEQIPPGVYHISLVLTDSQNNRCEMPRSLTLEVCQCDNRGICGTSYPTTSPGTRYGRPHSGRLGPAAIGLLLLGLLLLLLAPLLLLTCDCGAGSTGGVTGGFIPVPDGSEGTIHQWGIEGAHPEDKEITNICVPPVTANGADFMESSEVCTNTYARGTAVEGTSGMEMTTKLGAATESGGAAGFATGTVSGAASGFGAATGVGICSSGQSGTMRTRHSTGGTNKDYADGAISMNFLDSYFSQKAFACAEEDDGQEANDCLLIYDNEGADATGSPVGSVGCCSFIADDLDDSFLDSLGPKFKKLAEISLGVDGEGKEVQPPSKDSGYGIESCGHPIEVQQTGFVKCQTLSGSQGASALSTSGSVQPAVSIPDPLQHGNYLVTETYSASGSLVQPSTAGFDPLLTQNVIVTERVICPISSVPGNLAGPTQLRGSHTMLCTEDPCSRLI
# PfHsp90 yeast 2: reduces growth (ATP signal) of yeast expressing P. falciparum Hsp90; S. cerevisiae expressing PfHsp90, BacTiter-Glo ATP, 48 h; yeast lacking PDR1 and PDR3 efflux regulators; inhibition, % at 9.4 µM; 310,000 compounds, 0.32% hits; AID 504621;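 active = every replicate shows inhibition above about 80%, whatever the replicate mean, limit read from the data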;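 also: 0% = DMSO neutral controls and 100% = 20 µM radicicol positive controls; yeast relying on Plasmodium falciparum Hsp90 in place of its own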
# Arrestin-AP2 inh: human beta-arrestin and AP2 interaction inhibition; AID 504490; inhibition, % at 10 µM; FITC-arrestin peptide / GST-AP2 beads, flow cytometry; AP2 beta2 appendage carries R879A mutation; 340,000 compounds, 0.31% hits;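 active = inhibition above a set limit, near 3 SD of compounds lacking own fluorescence, cut at about 54% in these data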;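 also: plate controls were DMSO wells for no effect and 5 µM unlabelled arrestin peptide for full effect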
#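 System: GST-tagged AP2 beta2-adaptin appendage (R879A) on 4 µm glutathione beads / Reagent: FITC-arrestin peptide, 50 nM / Detection: HyperCyt-sampled flow cytometry, FL1 channel, ex 488/em 535 nm / Timing: 12 min plus 1 h, RT / Buffer or medium: PBS plus Tween 20 (0.05%) and BSA (0.1%)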
# phage Ecoli inh: E. coli growth loss with phage present | 360,000 compounds, 0.26% hits | AID 651602 | inhibition, % at 11.9 µM | growth absorbance; in the data active = inhibition above about 11%
# MOR-DOR ag: OPRM1-OPRD1 heterodimerization agonism; cells, luminescence; activation, % at 9.3 µM; 340,000 compounds, 0.3% hits; AID 504326; in the data active = activation above about 18%;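 also: 0% = vehicle-treated cells and 100% = reference agonist; values of inactives mirror those of a sister screen read the other way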
# PKA-R1A act: activates the PKA-R1A holoenzyme complex | PKA-R1A dissociation, Cy5-IP20 fluorescence polarization; scaled: DMSO 0%, 113 µM cGMP 100% | activation, % at 11.4 µM | P00514+P68181 | 340,000 compounds, 0.083% hits | AID 504707;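 active = percent activation above the mean of all tested compounds plus 3 SD, cut at about 19% in these data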;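 also: higher means more PKAc released from R1A so a rise in polarization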
# OPRM1-OPRD1 inv: inverse agonist of human OPRM1-OPRD1 heterodimerization; P35372+P41143; cell-based MOR-DOR heterodimer luminescence, inverse agonism; inhibition, % at 9.3 µM; 340,000 compounds, 0.21% hits; in the data active = inhibition above about 22%, passing the limit was not always enough;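 also: 0% = cells with DMSO and 100% = wells without cells with DMSO; values of inactives mirror those of a sister screen read the other way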
# SUMO Mot1 rescue: blocks SUMOylation pathway, rescuing yeast Mot1-301 growth; S. cerevisiae Mot1-301 growth rescue, ATP luminescence, 38.5C; percent above DMSO median, 100 means doubled; growth rescue, % at 18.8 µM; 320,000 compounds, 1% hits; AID 2716;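 active = every valid replicate shows activation above 250% relative to neutral control wells; inactive = the rest, any valid replicate at or below 250%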;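 also: OY570 slx delta 5 strain wells were the positive control but not used for scaling; some compounds called inactive have numbers as strong as hits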
# The depositor's hits bear a star; . = not tested or not shown.
SMILES,Ecoli viability,Tat export inh,AddAB inh,Pemphigus Ab inh,PfHsp90 yeast 2,Arrestin-AP2 inh,phage Ecoli inh,MOR-DOR ag,PKA-R1A act,OPRM1-OPRD1 inv,SUMO Mot1 rescue
COc1ccc(CN2CCC(CO)(CCOc3ccccc3)CC2)cc1C,1.4,-1,0.9,113,5,-35,-1.1,-1.6,-2,8,55
CCN1CCN(CC(O)COc2ccc3c(c2)CCC3)CC1 (stereo not drawn),-3.0,-2,-0.6,100,-25,2,0.9,-2.3,-2,12,14
CCC(CC)c1nnc(NC(=O)CCNC(=O)c2ccccc2Cl)s1,-0.1,1,0.3,110,0,1,-0.1,-2.1,-3,10,-8
O=c1ccn(CCOc2ccc(Cl)cc2)c(=O)[nH]1,2.8,1,2.0,104,-10,15,3.0,-2.4,9,13,-18
CC(C)(C)C1CCC(=NNC(=O)C(=O)NCc2ccco2)CC1 (stereo not drawn),2.4,2,-0.9,.,8,14,1.9,-1.6,-6,8,3
CC1(c2nnc(-c3ccncc3)o2)CC(c2ccccc2)=NO1 (stereo not drawn),3.1,-2,2.9,109,-4,1,1.1,0.2,-2,-1,115
COc1ccccc1CNC(=O)c1oc2ccc(S(=O)(=O)N3CCCC3)cc2c1C,0.6,10,2.9,.,-60,-10,.,4.0,-10,-17,139
CC(OC(=O)Nc1cccc(Cl)c1)C(=O)O (stereo not drawn),2.2,1,1.1,91,8,-14,0.9,-1.4,-11,7,123
COC(=O)[C@H](Cc1ccccc1)NCCCn1cnc(C(=O)Nc2ccc(C)c(C)c2)n1,.,2,.,106,-2,7,1.7,-1.0,-2,4,.
O=C(NCC1CCCCC1)c1cccnc1Cl,1.4,-11,1.5,.,-1,-1,0.8,-3.4,7,22,4
CC1=C(C(=O)Nc2ccc(C)cc2C)C(c2ccc(C)o2)NC(=S)N1 (stereo not drawn),-0.3,-2,2.0,.,7,5,3.5,-0.5,-5,2,4
CCCC(=O)N(c1ccc2oc(C)c(C(C)=O)c2c1)S(=O)(=O)c1ccc(C)c([N+](=O)[O-])c1,-0.5,-7,1.1,105,-12,-7,1.1,0.8,-10,-4,16
O=C(CSc1ccccc1)Nc1ccc2c(c1)C(=O)NC2=O,-0.2,0,2.1,101,-23,22,0.5,-0.2,6,1,-3
Oc1cccc(-c2nnc(-c3cccc(O)c3)nn2)c1,.,-9,.,87,28,15,1.2,13,-3,-66,.
CCOP(=O)(OCC)/C(C#N)=C/c1cc(OC)ccc1OC,.,0,.,92,5,-7,0.6,-3.6,-6,18,-17
CCCC(=O)Nc1ccc2nn(-c3ccc(OC)cc3)nc2c1,-1.6,2,4.2,90,1,-4,1.4,-2.1,1,10,8
Cc1ccc(S(=O)(=O)N2CCOCC2)cc1NC(=O)CN1CCN(C)CC1,-1.4,-6,-0.6,92,2,27,-0.7,0.3,4,-1,0
Cn1ccnc1SCC(=O)c1ccc(O)cc1,-0.8,4,0.4,100,2,0,0.6,-2.1,-5,12,47
COc1ccc(-c2nc(-c3ccc(Br)cc3)no2)c(OC)c1,5.3,1,3.3,105,-46,-2,-0.2,-0.5,-2,3,-10
CC(Sc1nc(NCc2ccccc2)nc(N(C)C)n1)C(=O)Nc1ccccc1 (stereo not drawn),-2.2,6,1.3,105,-19,-2,1.2,3.7,-6,-21,69
O=C(CN1CCN(c2ccccn2)CC1)Nc1cccc(Br)c1,4.2,-1,3.7,102,0,35,2.1,-2.0,-2,10,11
CC(C)C(=O)NC(=S)Nc1ccc(S(=O)(=O)Nc2nccs2)cc1,-1.8,-7,2.6,91,-1,5,3.2,-0.8,-4,5,5
CC(C)[C@H](NC(=O)c1ccccc1F)C(=O)Nc1ccc(F)c(F)c1,0.0,0,0.4,102,3,41,0.9,1.2,-5,-6,1
COc1ccc(CCN(C)C/C=C/c2ccccc2[N+](=O)[O-])cc1OC,.,-7,.,100,-3,-7,-1.8,-1.4,-11,7,-5
COC(=O)c1[nH]c2ccc(F)cc2c1NC(=O)CCN1CC(C)OC(C)C1 (stereo not drawn),-1.2,-7,1.2,.,-5,-11,4.5,-2.0,-1,13,114
CCOc1ccc(C(=O)NCC(=O)N2CCC(C)CC2)cc1OCC,-0.8,-17,0.3,98,-13,-5,-0.1,-0.9,-11,4,9
O=C(Nc1ccc(Cl)c(Cl)c1)Nc1ccccc1NS(=O)(=O)c1cccs1,2.8,-15,5.6,105,5,-2,7.0,1.2,-5,-9,3
COC(=O)c1ccccc1NC(=O)CN1CCCCCC1,1.5,3,1.8,102,1,3,2.5,2.9,-10,-13,-4
COC(=O)[C@]1(Cc2ccccc2)N[C@H](c2ccc(-c3ccc(F)cc3)cc2)[C@@H]2C(=O)N(C)C(=O)[C@@H]21,-0.9,0,2.4,103,7,7,1.6,-2.9,-9,13,16
N#Cc1ccccc1OCCOCCNC1CCCC1,2.5,-6,-0.1,90,-22,3,2.6,-2.4,6,15,-2
CN(CC(=O)Nc1cccc(F)c1)CC(=O)Nc1cc(S(=O)(=O)N2CCOCC2)ccc1Cl,0.9,9,0.8,106,1,-5,0.8,-4.2,-8,17,3
CCN(CC)c1ccc(C(=O)O)cc1,-1.3,14,0.2,93,-7,-4,-0.2,-2.0,-16,12,19
CC(=O)c1ccc2c(c1)c1ccccc1n2CC(C)C,-2.1,9,-1.3,107,-23,8,0.3,1.9,3,-11,13
C1=C(c2ccccc2)Nc2nnnn2C1,-0.4,-5,1.2,.,25,7,1.8,-1.8,5,11,.
N/C(=N\OC(=O)c1ccccc1[N+](=O)[O-])c1ccccn1,0.2,-4,3.1,100,6,-5,4.5,3.6,-3,-19,-8
Fc1ccc(CNn2cnnc2SCc2ccc(F)cc2)cc1,-0.8,13,1.9,.,.,-2,-1.1,3.0,4,-15,-10
O=C(CN1CCOCC1)Nc1nc(-c2ccc(Cl)cc2)cs1,-0.5,2,1.2,116,-18,35,1.8,-1.2,-11,5,14
Clc1cccc(Cl)c1CSc1nnc([C@@H]2CCCN2)o1,0.8,15,1.8,102,-7,5,1.5,0.6,1,-3,9
CCCC(=O)Nc1ccc(Br)c(Cl)c1,0.4,3,1.7,102,25,25,0.9,-2.3,-2,12,11
CC(=O)N1CCN(C(=O)c2ccc(OC3CCN(Cc4ccccn4)CC3)cc2)CC1,0.1,1,2.8,123,-6,10,-0.1,-1.4,-4,8,-16
CCc1c(C)nc2ncnn2c1N1CCC(C(=O)Nc2ccccc2)CC1,-0.2,1,0.6,97,-15,1,2.6,-2.2,-11,11,14
COc1cccc(NC(=O)Nc2cc(C(=O)O)ccc2N2CC3CC(C2)c2cccc(=O)n2C3)c1 (stereo not drawn),1.0,1,3.4,101,10,0,-1.1,-3.3,-4,17,15
COc1ccc(C(=O)NNC2CC(=O)N(Cc3ccc(Cl)cc3)C2=O)cc1OC (stereo not drawn),0.3,0,4.8,129,4,20,1.0,-0.3,0,2,166
Cc1nc2ccc(Cl)cc2c(-c2ccccc2F)c1CC(=O)O,-1.4,7,3.4,108,-7,23,2.5,-1.7,5,9,-15
O=S(=O)(c1ccccc1F)N1CCN(CCOc2ccccc2)CC1,0.0,9,0.3,97,13,-12,2.7,-5.4,-12,21,4
C=CCN(c1ccc(C(N)=O)cc1)S(C)(=O)=O,0.2,-8,2.8,96,14,-13,2.0,-1.2,-5,7,8
O=C(Cc1cccc2ccccc12)Nc1ccc2c(c1)C(=O)NC2=O,-0.3,2,1.8,82,23,-7,6.2,-1.6,-20,10,-16
C=CCN=C(NC#N)SCc1ccccc1Cl,0.9,-13,4.3,114,-7,14,3.6,-1.3,3,6,0
COc1nnc(-c2ccc(C)c(S(=O)(=O)NC(C)C)c2)c2ccccc12,2.4,-12,0.8,91,-2,8,-0.9,-3.2,7,16,202
O=C(c1ccccc1)c1ccc[nH]1,.,2,.,125,2,10,2.3,-1.2,-6,6,.
# (listing goes on)
SMILES,Ecoli viability,Tat export inh,AddAB inh,Pemphigus Ab inh,PfHsp90 yeast 2,Arrestin-AP2 inh,phage Ecoli inh,MOR-DOR ag,PKA-R1A act,OPRM1-OPRD1 inv,SUMO Mot1 rescue
CCCCCCC(NC(=O)c1ccc(C)cc1)C(=O)O (stereo not drawn),0.5,-6,1.2,103,13,-5,2.3,-3.0,-2,15,.
Cn1c(Cn2c(=O)sc3ccccc32)nnc1SCC(N)=O,1.4,2,3.2,108,7,3,0.3,-2.7,-11,13,5
Cc1ccc2nc(-c3ccncc3)cc(C(=O)NCc3ccccc3F)c2c1,-1.8,-1,0.3,107,-5,2,1.4,0.2,-5,-1,97
COc1cccc(OCc2ccc(C(=O)NCC3CCCO3)cc2)c1 (stereo not drawn),-1.6,1,2.6,93,4,-5,4.5,-0.3,2,2,.
O=C(c1ccsc1)N1CCCC(N2CCN(c3cccc(C(F)(F)F)c3)CC2)C1 (stereo not drawn),1.4,-3,-0.9,107,-36,-7,2.0,-5.8,2,19,-10
CC(=O)c1sc(NC(=O)CS(=O)(=O)c2ccccc2)nc1-c1ccccc1,0.0,-1,4.7,103,-18,39,4.7,-1.3,1,9,.
CC(C)c1cccc(-c2ccc3c(c2)S(=O)(=O)c2cccc(C(=O)O)c2C3=O)c1,-1.7,7,-0.5,101,.,4,1.4,-1.5,7,8,9
O=C(Nc1ccccc1)c1nc[nH]c1C(=O)NCCN(CCNC(=O)c1[nH]cnc1C(=O)Nc1ccccc1)CCNC(=O)c1[nH]cnc1C(=O)Nc1ccccc1,-2.4,3,-1.1,100,5,4,0.0,-0.9,-10,6,6
Cn1c(SCC(=O)N2CCc3ccccc32)nnc1-c1ccc(S(=O)(=O)N2CCCC2)cc1,-0.3,-2,3.8,97,-18,16,1.2,-0.9,3,4,-27
O=C(NCc1ccc2c(c1)OCO2)c1ccc(COc2cccc(Cl)c2)o1,2.9,4,3.4,109,-6,-5,3.2,-0.7,-12,4,13
O=C(c1ccc2nc3ccc(Cl)cc3c(=O)n2c1)N1CCOCC1,1.2,-4,-1.1,125,.,3,1.2,0.2,-6,-1,-3
COc1ccc(NC(=O)c2cc3c([nH]c4ccccc43)c(C)n2)cc1,-0.3,-11,-0.7,91,7,12,3.1,-0.4,-10,3,19
COc1ccc(/C=N/Nc2nc(Nc3ccccc3)nc(N3CCCC3)n2)cc1[N+](=O)[O-],-1.1,-7,-4.1,100,13,-27,1.2,1.4,4,-7,7
COc1ccc(N2CCN(C(=O)CN3C(=O)COc4ccccc43)CC2)cc1,0.6,-1,2.9,96,14,-20,2.1,-0.6,-8,3,-8
Cn1cccc1C(C#N)c1ccccc1C#N (stereo not drawn),-0.3,-2,3.4,103,6,-10,3.0,-2.1,3,12,11

# Screens (PubChem BioAssay)
